# Screens (PubChem BioAssay)
# TMEM16A act – mouse TMEM16A channel activation, primary screen | 340,000 compounds, 0.3% hits | B-score at 10 µM | Q8BHY3 | HEK293 TMEM16A/YFP-H148Q/I152L, iodide quench fluorescence; active compounds read low;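 active = fluorescence-ratio B-score plate-corrected deviation score at least 3 library SD below zero, with starting fluorescence score within 5 deviations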;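 also: channel opened by trigger with iodide after compound preincubation; score built on the fluorescence ratio of max minus min over baseline; more negative score means more quench and so TMEM16A activation or potentiation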
# HDAC3 inh – human HDAC3 inhibition | O15379 | recombinant HDAC3, fluorogenic peptide/trypsin coupled, fluorescence | inhibition, % at 8.3 µM | 320,000 compounds, 0.15% hits; in the data active = inhibition above about 26%, passing the limit was not always enough; inconclusive = no clear call, values can overlap the other calls
# Target sequence (O15379 whole entry, looked up): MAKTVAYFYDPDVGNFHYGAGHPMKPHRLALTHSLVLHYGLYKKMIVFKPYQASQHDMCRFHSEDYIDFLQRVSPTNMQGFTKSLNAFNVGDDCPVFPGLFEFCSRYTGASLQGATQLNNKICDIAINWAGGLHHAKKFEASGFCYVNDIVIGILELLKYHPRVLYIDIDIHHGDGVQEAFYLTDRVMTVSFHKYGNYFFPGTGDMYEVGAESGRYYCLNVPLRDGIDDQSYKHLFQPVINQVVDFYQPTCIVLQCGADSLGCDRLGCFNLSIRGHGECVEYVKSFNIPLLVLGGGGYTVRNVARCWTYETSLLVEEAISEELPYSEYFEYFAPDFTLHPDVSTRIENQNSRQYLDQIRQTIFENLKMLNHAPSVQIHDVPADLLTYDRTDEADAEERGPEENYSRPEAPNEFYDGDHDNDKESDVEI
# An asterisk follows results filed as active; i = inactive; u = inconclusive.
TMEM16A act	HDAC3 inh	Molecule
i	6	Cc1cccc(COC(=O)CCCNC(=O)c2ccc(Cl)cc2)c1
i	-6	COc1ccc(NC(=O)COc2cccc3c2OC(C)(C)C3)cc1OC
i	-1	CCOc1ccc(S(=O)(=O)NCCC(=O)NC2CCC(C)CC2)cc1 (stereo unspecified)
i	0	COc1ccc(COC(=O)CN2C(=O)NC3(CC(C)CC(C)(C)C3)C2=O)cc1F (stereo unspecified)
i	-2	CCOC(=O)C1=C(COC(=O)c2ccc([N+](=O)[O-])o2)NC(=O)NC1C (stereo unspecified)
i	-2	CCCCn1c(N)c(N(CCOC)C(=O)C2CC(=O)N(Cc3ccco3)C2)c(=O)[nH]c1=O (stereo unspecified)
i	2	COC(=O)C1=C(C)N(Cc2ccccc2)C(=NCc2cc(OC)c(OC)c(OC)c2)N[C@H]1c1ccc(Br)cc1
i	4	O=C(CN1C(=O)NC2(CCCCC2)C1=O)N1CCN(S(=O)(=O)c2cccc([N+](=O)[O-])c2)CC1
i	-6	CC(c1ccccc1)N(C)C(=O)CN1CCN(S(=O)(=O)c2ccc3c(c2)OCCCO3)CC1 (stereo unspecified)
i	6	CC(C)CC1Nc2ncnc(N3CCN(c4ccccn4)CC3)c2N(Cc2ccccc2)C1=O (stereo unspecified)
i	-3	CCCn1c(SCC(=O)Nc2cc(C)on2)n[nH]c1=O
i	9	COc1ccc(S(=O)(=O)Nc2ccc3c(c2)CC(=O)N([C@@H](C)CO)C[C@@H](C)[C@@H](CN(C)Cc2ccccc2)O3)cc1
i	7	O=C(NCc1ccccc1)c1nncc(-c2ccccc2)n1
i	-6	CCCNC(=O)C(Cc1cccc(OC)c1)NC(=O)c1ccc(C#N)cc1 (stereo unspecified)
i	-3	CCCCN(C(=O)c1ccco1)c1c(N)n(CCC)c(=O)[nH]c1=O
i	u	C[C@H](CO)N1C[C@H](C)[C@@H](CN(C)C(=O)Nc2ccc(C(F)(F)F)cc2)Oc2c(NC(=O)Nc3ccc(C(F)(F)F)cc3)cccc2C1=O
i	0	Cc1cc(NC(=O)CSc2ncc(C(F)(F)F)cc2Cl)no1
i	-2	O=C(NCc1ccccc1C(F)(F)F)c1cccc2c1C(=O)c1ccc(N3CCOCC3)cc1S2(=O)=O
i	-1	CSCCC(NC(=O)c1ccccc1Br)C(=O)NNC(=O)c1ccncc1 (stereo unspecified)
i	-3	C[C@H](CO)N1C[C@H](C)[C@@H](CN(C)Cc2ccncc2)Oc2c(NS(=O)(=O)c3cn(C)cn3)cccc2C1=O
i	1	O=C(NCC1(N2CCCCC2)CCCCC1)c1cccc(S(=O)(=O)Nc2ccc(F)cc2)c1
i	0	C[C@H](CO)N1C[C@H](C)[C@@H](CN(C)Cc2ccc3c(c2)OCO3)Oc2ccc(NS(C)(=O)=O)cc2C1=O
i	2	O=C(CCN1C(=O)C2CCCCC2C1=O)Nc1cc([N+](=O)[O-])ccc1Cl (stereo unspecified)
i	1	COc1ccc(C(=O)NC(C)c2ccncc2)cc1S(=O)(=O)N(C)Cc1ccccc1 (stereo unspecified)
i	1	Cc1c(NC(=O)c2cccc(NC(=O)Cc3ccccc3F)c2)c(=O)n(-c2ccccc2)n1C
i	-5	CC(=O)Nc1ccccc1C
i	11	O=C(Cc1c(F)cccc1Cl)NNC(=O)c1cccs1
i	u	CCN1C(=O)[C@H]2[C@@H](c3ccc(-c4ccc(F)cc4)c(OC)c3)N[C@@](Cc3ccccc3)(C(=O)OC)[C@H]2C1=O
i	8	CC1(NC(=O)c2ccccc2)CCN(CCc2cccs2)C1=O (stereo unspecified)
i	8	Cc1cccc(N2N=C(C(=O)OCC(=O)c3ccccc3)CCC2=O)c1
i	-1	O=C1CC(c2cccc(O)c2)Oc2ccccc21 (stereo unspecified)
i	0	COc1ccc(S(=O)(=O)N2CCOCC2)cc1NC(=O)c1cccs1
i	2	CCC(C)Sc1ccc([C@@H]2[C@H]3C(=O)N(C)C(=O)[C@H]3[C@]3(C(=O)OC)CCCN23)cc1 (stereo partly specified)
i	-8	COc1ccccc1NC(=O)c1ccccc1C(=O)N(C)Cc1ccccc1
i	4	C[C@@H](CSc1ccc(Br)cc1)CN1CC[C@H](NC(=O)OCc2ccccc2)CCC1=O
i	-1	COc1cc(SC)ccc1C(=O)N(C)CC(=O)Nc1cccc2ccccc12
i	-2	CC(=O)c1cccc(NC(=O)c2ccc(OCc3c(C)noc3C)cc2)c1
i	8	C=CCn1c(C)cc(C(=O)COc2ccc(N(C)S(=O)(=O)c3ccc(NC(C)=O)cc3)cc2)c1C
i	-6	CC(=O)Nc1ccc(S(=O)(=O)N(CC(=O)NC2CC2)Cc2ccccc2)cc1
i	-5	COc1ccc(S(=O)(=O)N2CCOCC2)cc1NC(=O)Cc1ccsc1
i	-11	CCOC(=O)c1ccc(NC(=O)c2nc[nH]c2C(=O)NCCCNC(=O)c2[nH]cnc2C(=O)Nc2ccc(C(=O)OCC)cc2)cc1
i	-8	CC(=O)Oc1cc(C(=O)OCC(=O)N2CCc3ccccc3C2)cc(OC(C)=O)c1OC(C)=O
i	-2	COc1ccc(CCNC(=O)COC(=O)/C=C/c2ccc3c(c2)OCO3)cc1
i	0	COc1ccccc1C(=O)Nc1ccc(OCC(=O)N2CC(C)OC(C)C2)cc1 (stereo unspecified)
i	-1	C[C@H](CO)N1C[C@H](C)[C@@H](CN(C)C(=O)Nc2ccc(C(F)(F)F)cc2)Oc2ccc(NS(=O)(=O)c3cn(C)cn3)cc2C1=O
i	-3	Cc1ccc(C(=O)NNC(=O)C(NC(=O)c2cccc(C)c2)C(C)C)cc1 (stereo unspecified)
i	0	CC(=O)Nc1ccc(NC(=O)COC(=O)COc2ccc3ccccc3c2)cc1
i	5	COc1ccccc1C(=O)NCCC(=O)Nc1ccc(S(=O)(=O)N2C(C)CCCC2C)cc1 (stereo unspecified)

# Ordered by SMILES length (low to high): part of the list above
TMEM16A act	HDAC3 inh	Molecule
i	0	CC(=O)Nc1ccc(NC(=O)COC(=O)COc2ccc3ccccc3c2)cc1
i	-2	COc1ccc(CCNC(=O)COC(=O)/C=C/c2ccc3c(c2)OCO3)cc1
i	-11	CCOC(=O)c1ccc(NC(=O)c2nc[nH]c2C(=O)NCCCNC(=O)c2[nH]cnc2C(=O)Nc2ccc(C(=O)OCC)cc2)cc1

# Later entries.
TMEM16A act	HDAC3 inh	Molecule
i	-4	Cc1nnc(SCC(=O)Nc2cccc(Br)c2)s1
i	-3	Cc1cc(C(=O)N2CCN(S(=O)(=O)c3ccccc3C#N)CC2)c(C)o1
i	0	CCc1nn2c(=O)cc(COC(=O)c3ccc(SC)cc3OC)nc2s1
i	0	CN(Cc1ccccc1)C(=O)COC(=O)CCC(=O)c1ccc(Cl)cc1
i	u	CCN(c1ccccc1)S(=O)(=O)c1cc(C(=O)NCC(c2ccco2)N2CCCCC2)ccc1C (stereo unspecified)
i	-1	O=C(CSc1ccccc1F)NNC(=O)c1cncc(Br)c1
i	2	COc1ccc(S(=O)(=O)N2CCOCC2)cc1NC(=O)CSc1nnc(C2CC2)n1C
i	5	C[C@H](CO)N1C[C@H](C)[C@@H](CN(C)S(C)(=O)=O)Oc2ccc(NC(=O)NC3CCCCC3)cc2C1=O
i	-5	CSCCC(NC(=O)c1ccccc1Br)C(=O)NNC(=O)c1ccco1 (stereo unspecified)
i	0	Cc1ccc(C)c(S(=O)(=O)N2CCN(C(=O)[C@@H](NC(=O)c3ccc(F)cc3)C(C)C)CC2)c1
i	5	O=C(c1ncn(Cc2ccccc2)c1C(=O)N1CCN(c2ccccc2)CC1)N1CCN(c2ccccc2)CC1
i	6	CCOC(=O)c1cccc(C2=CC(=O)C[C@H](c3ccc(OC)c(OC)c3)C2)c1
i	8	CC(C)C(=O)C1=Cc2cccc([N+](=O)[O-])c2OC1N1CCOCC1 (stereo unspecified)
i	7	CCc1cc(C(=O)NCC(c2ccco2)N2CCCCC2)sc1C (stereo unspecified)
i	-3	Cn1c(SCC(=O)Nc2cccnc2Cl)nc2ccccc21
i	-4	CC(Sc1nnc(-c2ccco2)n1N)C(=O)NCC1CCCO1 (stereo unspecified)
i	1	O=C(Cc1ccc(S(=O)(=O)N2CCCCC2)cc1)NCc1ccc(Cl)cc1
i	-5	CCOC(=O)c1cc(-c2ccccc2C)n(Cc2cc(C)no2)n1
i	4	O=C(Nc1cccc(Cl)c1)c1nc[nH]c1C(=O)NCCCCNC(=O)c1[nH]cnc1C(=O)Nc1cccc(Cl)c1
i	-4	O=C(COC(=O)CC1CC2CCC1C2)NCc1ccccc1 (stereo unspecified)
i	-1	COc1cc(C(=O)OCC(=O)N2CCCCCC2)c([N+](=O)[O-])cc1OC
i	5	COc1ccccc1C(=O)NC(CCSC)C(=O)NC1CC1 (stereo unspecified)
i	0	O=C(COC(=O)COc1ccc(Br)cc1)NNC(=O)c1ccccc1
i	1	CC1CC1C(=O)N(C)CC(=O)Nc1ccccc1Br (stereo unspecified)
i	-3	CSc1ccc(CN(C)CC(=O)N(C)CC(=O)Nc2ccccc2Br)cc1
i	16	Cc1ccc(CN2C(=O)C(CC(C)C)Nc3ncnc(N4CCN(c5ccccc5)CC4)c32)cc1 (stereo unspecified)
i	6	Cc1ccccc1-c1cc(C(=O)NCc2ccc(OC(F)(F)F)cc2)nn1CC1CC(c2cccc([N+](=O)[O-])c2)=NO1 (stereo unspecified)
i	-1	O=C(COC(=O)Cc1c(Cl)cccc1Cl)NCc1ccco1
i	-18	CC[C@@H](C)[C@@H]1CN([C@@H](CN2CCC[C@H]2CN2C(N)=NC[C@@H]2Cc2ccccc2)C(C)C)C(=N)N1CCCC1CCCC1
i	-3	Cc1ccc(C(=O)OCC(=O)Nc2ccc(C(N)=O)cc2)s1
i	10	O=C(COc1ccccc1Cl)NNC(=O)c1ccc2c(=O)n3c(nc2c1)CCC3
i	6	Cc1ccccc1-c1cc(C(=O)NCc2ccco2)nn1CC1CC(c2cccc([N+](=O)[O-])c2)=NO1 (stereo unspecified)
i	-1	O=C(COC(=O)c1ccc(O)cc1O)NC1CC1
i	-5	O=C1NC2(CCCCC2)C(=O)N1CC(=O)N1CCc2ccccc21
i	-9	O=C(OCc1c(-c2ccccc2)ncc2ccccc12)c1ccc(Br)cc1
i	-8	O=C(CN1C(=O)C(=O)N(CCC2=CCCCC2)C1=O)c1c[nH]c2ccccc12
i	5	NC(=O)c1nc(C(=O)N2CCCCC2)c2ccccc2n1
i	0	Cc1ccccc1C(=O)OCC(=O)NCc1ccco1
i	-8	CCCCN(C(=O)CSc1ncnc2sccc12)c1c(N)n(Cc2ccccc2)c(=O)[nH]c1=O
i	-2	Cc1cccc(C(=O)OCC(=O)c2ccc3c(c2)OCCO3)c1O
i	-2	CC1CCC2(CC1)NC(=O)N(CC(=O)N1CCN(c3ccccc3)CC1)C2=O (stereo unspecified)
i	-1	CCCCc1ccc(NS(=O)(=O)c2cccc(C(=O)N3CCCN(C)CC3)c2)cc1
i	4	Cc1cnc(C(=O)OCC(=O)NCc2cccc(Cl)c2)cn1
i	-4	COc1cccc(NC(=O)CN(C)C(=O)c2c(C)noc2C)c1
i	-1	CN(CC(=O)NCc1ccco1)C(=O)C1CC(=O)N(c2ccc3c(c2)OCCO3)C1 (stereo unspecified)
i	-4	CCc1cccc(NC(=O)CSCc2nc3sc(C)c(C)c3c(=O)[nH]2)c1
i	0	CCN(CC)c1ccc(S(=O)(=O)N2CCOCC2)cc1NC(=O)Nc1ccccc1
i	-10	CSCCC(NC(=O)c1cccc(C)c1)C(=O)NNC(=O)c1cccs1 (stereo unspecified)
i	-13	Cc1ccc(CSc2ccc(S(=O)(=O)N3CCOCC3)cn2)cc1
i	-2	CC(=O)Nc1ccc(NC(=O)COC(=O)C2CCC(C(C)(C)C)CC2)cc1 (stereo unspecified)
i	2	COc1cc(C#Cc2ccc3cc(CCO)oc(=O)c3c2)cc(OC)c1
i	1	CN(C(=O)c1ccc(NC(=O)Cc2cccc(NC(=O)C3CCCN(C(=O)C4CCCC4)C3)c2)cc1)C1CCCC1 (stereo unspecified)
i	1	Cc1noc(C)c1NC(=O)N(C)C[C@H]1Oc2c(NC(=O)NC(C)C)cccc2C(=O)N([C@H](C)CO)C[C@@H]1C
i	-6	CCN(CC)S(=O)(=O)c1ccc(/C=C/C(=O)OCC(=O)NCc2ccco2)cc1
i	-5	Cc1csc(=O)n1CCC(=O)OCC(=O)Nc1ccc(S(N)(=O)=O)cc1
i	-3	O=C(NNC(=O)C1CC1)c1ccc(F)cc1F
i	-2	COc1cc(C(=O)NNC(=O)c2n[nH]c3ccccc23)cc(OC)c1OC

# Entries shown so far with a Cl atom:
TMEM16A act	HDAC3 inh	Molecule
i	6	Cc1cccc(COC(=O)CCCNC(=O)c2ccc(Cl)cc2)c1
i	0	Cc1cc(NC(=O)CSc2ncc(C(F)(F)F)cc2Cl)no1
i	2	O=C(CCN1C(=O)C2CCCCC2C1=O)Nc1cc([N+](=O)[O-])ccc1Cl (stereo unspecified)
i	11	O=C(Cc1c(F)cccc1Cl)NNC(=O)c1cccs1
i	0	CN(Cc1ccccc1)C(=O)COC(=O)CCC(=O)c1ccc(Cl)cc1
i	-3	Cn1c(SCC(=O)Nc2cccnc2Cl)nc2ccccc21
i	1	O=C(Cc1ccc(S(=O)(=O)N2CCCCC2)cc1)NCc1ccc(Cl)cc1
i	4	O=C(Nc1cccc(Cl)c1)c1nc[nH]c1C(=O)NCCCCNC(=O)c1[nH]cnc1C(=O)Nc1cccc(Cl)c1
i	-1	O=C(COC(=O)Cc1c(Cl)cccc1Cl)NCc1ccco1
i	10	O=C(COc1ccccc1Cl)NNC(=O)c1ccc2c(=O)n3c(nc2c1)CCC3
i	4	Cc1cnc(C(=O)OCC(=O)NCc2cccc(Cl)c2)cn1

# These rows are one share of the data; the hit share may differ from the screen's.
